Screening results from PubChem.
NadD block = NadD (S. aureus) enzyme inhibition. purified NadD enzyme, colorimetric absorbance read-out. inhibition, % at 20 µM. 0.78% of 360,000 active. AID 602399; in the data active means inhibition above about 26%; further: some compounds past the cut are filed as inactive
FAS-TE inh = FAS thioesterase (human) inhibition | P49327 | 0.67% of 360,000 active | recombinant FAS-TE, OMFH fluorogenic substrate, fluorescence endpoint | AID 602261 | inhibition, % at 15 µM;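 active means compounds whose normalised, plate-corrected inhibition of enzyme fluorescence in the single-dose primary screen is 50% or more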;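 further: 0% = DMSO with enzyme and 100% = substrate without enzyme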
CSN inh = blocks human CSN-mediated cullin deneddylation; Purified CSN, SCF-Nedd8-OG deneddylation, fluorescence polarization; inhibition, % at 12.5 µM; 0.38% of 360,000 active; AID 651999;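 active means pattern-corrected inhibition above about 35%, with an unprinted fluorescence ratio check between 0.5 and 1.5, limit read from the data, passing the limit was not always enough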;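 further: 0% = enzyme with substrate and 100% = substrate without enzyme; some results filed as inactive read as strong as hits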
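Assay system: Purified human Csn5 enzyme expressed in HEK293T cells | Amount: Enzyme 0.24 nM | Measured by: Fluorescence polarization readout | Medium: Tris/NaCl/DTT buffer, pH 7.5 | Compound dosing: One concentration, 12.5 µM, 0.25% DMSO | Times: 90 min incubation of compound, enzyme and substrate at room temperature | Control set: no-enzyme wells high, enzyme-with-substrate wells low | Read-out: % inhibition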
Rpn11 inh = Rpn11 (human) deubiquitinase inhibition. AID 588493. 0.59% of 360,000 active. calls only at 20 µM. human 26S proteasome, Ub4-pepOG fluorescence polarization; 20S core pre-blocked with epoxomicin. O00487;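 active means inhibition at 20 µM, scaled to each plate's controls, above about 33%, limit read from the data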
Target sequence (O00487 whole entry, looked up): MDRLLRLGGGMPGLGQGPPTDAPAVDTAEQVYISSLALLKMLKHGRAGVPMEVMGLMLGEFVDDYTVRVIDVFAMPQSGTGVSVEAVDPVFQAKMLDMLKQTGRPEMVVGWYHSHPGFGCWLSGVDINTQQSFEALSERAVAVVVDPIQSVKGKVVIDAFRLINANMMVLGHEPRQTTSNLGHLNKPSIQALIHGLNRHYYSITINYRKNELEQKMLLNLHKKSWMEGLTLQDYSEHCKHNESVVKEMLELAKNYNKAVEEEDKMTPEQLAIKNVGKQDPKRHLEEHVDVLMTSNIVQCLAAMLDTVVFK
MLLE-PAM2 inh = inhibitors of microRNA-mediated deadenylation, human PABP1 MLLE binding | P11940 | GST-MLLE / FITC-PAM2 fluorescence polarization | inhibition, % at 20 µM | 0.36% of 360,000 active; in the data active means inhibition above about 35%, passing the limit was not always enough;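 further: plate controls were DMSO wells with GST-MLLE for no effect and wells lacking GST-MLLE protein for full effect; some results filed as inactive read as strong as hits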
MT1-MMP act inh = blocks activation of human MT1-MMP | GFP/RFP ratio change, % at 20 µM | HT1080 RFP-PRO-GFP cells, GFP/RFP ratio fluorescence, overnight; percent of plate control window, DMSO zero | 0.061% of 360,000 active;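 active means GFP/RFP ratio change of at least 30% with cell ATP level not reduced by more than half and red fluorescence within 50% of control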; further: strong numbers were not always called active
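Assay system: HT1080 RFP-PRO-GFP cells | Dosing: 20 µM single dose, 1% DMSO | Incubation: Cells overnight before dosing, compound overnight, 37 °C, 5% CO2 | Evaluation: GFP/RFP fluorescence ratio | Control set: DMSO-only wells and HT1080 RFP-L50D-GFP cell wells as references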
Neddylation inh = inhibitors of human cullin neddylation. P61081+Q13564. 0.58% of 360,000 active. TR-FRET cullin neddylation, biochemical. calls only at 25 µM. AID 651699; in the data active means inhibition above about 36%
Target sequence (P61081 whole entry, looked up): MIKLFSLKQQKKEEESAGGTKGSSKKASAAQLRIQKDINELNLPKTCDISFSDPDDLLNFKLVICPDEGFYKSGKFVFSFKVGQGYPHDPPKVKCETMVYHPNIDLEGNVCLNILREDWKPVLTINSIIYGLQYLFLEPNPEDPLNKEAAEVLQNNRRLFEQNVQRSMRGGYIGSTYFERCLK
Target sequence (Q13564 whole entry, looked up): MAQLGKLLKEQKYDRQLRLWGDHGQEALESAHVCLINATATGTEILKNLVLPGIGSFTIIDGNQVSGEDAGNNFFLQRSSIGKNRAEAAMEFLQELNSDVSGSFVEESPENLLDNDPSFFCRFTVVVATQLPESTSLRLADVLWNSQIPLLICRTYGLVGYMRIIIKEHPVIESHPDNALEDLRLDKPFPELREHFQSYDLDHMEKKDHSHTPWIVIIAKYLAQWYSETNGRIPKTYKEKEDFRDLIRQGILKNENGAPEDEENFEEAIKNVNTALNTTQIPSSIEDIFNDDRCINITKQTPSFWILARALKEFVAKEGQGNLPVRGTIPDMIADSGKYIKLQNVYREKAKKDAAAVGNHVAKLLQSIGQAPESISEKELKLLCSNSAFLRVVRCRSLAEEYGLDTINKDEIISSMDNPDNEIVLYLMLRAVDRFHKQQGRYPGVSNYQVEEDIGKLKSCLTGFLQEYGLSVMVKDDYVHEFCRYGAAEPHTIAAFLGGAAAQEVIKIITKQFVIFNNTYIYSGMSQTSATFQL
SKN-1 inh = inhibitors of C. elegans SKN-1; 0.49% of 360,000 active; inhibition, % at 21.8 µM; C. elegans VP596 Pgst-4::GFP/RFP ratio, acrylamide-induced, 24 h;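 active means interference check ratio from 0.5 to 1.5 plus GFP to RFP signal ratio inhibition reaching or exceeding a fixed threshold, cut at about 30% in these data, passing the limit was not always enough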; further: some compounds called inactive have numbers as strong as hits
Rin1 Abl inh = blocks binding of human Rin1 to Abl. TR-FRET Rin1/Abl binding, biochemical. inhibition, % at 7.35 µM. 0.4% of 360,000 active. AID 588664; in the data active means inhibition above about 5%, passing the limit was not always enough
* = called active by the depositor; i = inactive; x = not tested or not shown. Compounds as they come, and some 3.9% of all compounds hit somewhere here.

SMILES	NadD block	FAS-TE inh	CSN inh	Rpn11 inh	MLLE-PAM2 inh	MT1-MMP act inh	Neddylation inh	SKN-1 inh	Rin1 Abl inh
Cc1cccc(C)c1OCC(=O)NCc1ccccc1	-3	-3	2	i	2	2	i	1	1
Cc1ccc(NC(=S)NCc2cccs2)c(C)c1	9	-1	0	i	-11	5	i	-12	1
CC(=O)OC(C(=O)NCc1ccc(F)cc1)c1ccccn1 (stereo not given)	-3	-5	-5	i	0	1	i	-8	1
CC1=CCC(C(=O)O)C(C(=O)Nc2cccnc2)C1 (stereo not given)	0	-6	1	i	0	-3	i	3	0
CC(=O)c1c(C(C)=O)c(C)n(NC(=O)c2ccccc2Cl)c1C	7	-12	3	i	2	-2	i	-5	1
O=C(Nc1ccc(F)cc1F)c1cc(=O)n(-c2ccccc2)c(=O)[nH]1	-4	1	4	i	-3	0	i	3	3
CSc1ccc(/C=C(/NC(=O)c2ccco2)C(=O)N2CCCCC2)cc1	-7	-4	-2	i	14	-1	i	2	-4
CCCS(=O)(=O)NC(=O)C1(C)CCCN(C(=O)c2cc(OC)ccc2Br)C1 (stereo not given)	-2	-8	4	i	-7	-1	i	3	-2
COc1cccc(CN2CCC(Oc3ccc(C(=O)N4CCCCC4)cc3)CC2)c1	-1	-2	1	i	5	2	i	12	5
COC(=O)CSc1snnc1-c1ccc(F)cc1	-4	-2	1	i	17	-1	i	-14	-4
COc1ccc2cc(S(=O)(=O)N3CCN(C)CC3)ccc2c1	-2	0	0	i	10	1	i	-16	-2
COC(=O)C1=C(C)N=C2SCCC(=O)N2C1c1ccc(C(=O)OC)cc1 (stereo not given)	-1	-2	0	i	31	6	i	-1	-2
COc1ccc(-c2nn(C)c(=O)c3ccccc23)cc1NC(=O)COc1ccc(C)cc1	-1	20	7	i	-2	6	i	9	0
O=C(NCCc1cn2cccnc2n1)C1CCC(=O)N(Cc2ccccc2F)C1 (stereo not given)	2	-8	-3	i	-6	2	x	3	2
Cc1ccccc1CNC(=O)c1cc2ccccc2o1	-5	-1	-2	i	-8	-1	i	5	0

Arranged by molecular weight (lowest first): some entries from above
SMILES	NadD block	FAS-TE inh	CSN inh	Rpn11 inh	MLLE-PAM2 inh	MT1-MMP act inh	Neddylation inh	SKN-1 inh	Rin1 Abl inh
CC1=CCC(C(=O)O)C(C(=O)Nc2cccnc2)C1 (stereo not given)	0	-6	1	i	0	-3	i	3	0
Cc1ccccc1CNC(=O)c1cc2ccccc2o1	-5	-1	-2	i	-8	-1	i	5	0
Cc1cccc(C)c1OCC(=O)NCc1ccccc1	-3	-3	2	i	2	2	i	1	1
Cc1ccc(NC(=S)NCc2cccs2)c(C)c1	9	-1	0	i	-11	5	i	-12	1
COC(=O)CSc1snnc1-c1ccc(F)cc1	-4	-2	1	i	17	-1	i	-14	-4
CC(=O)OC(C(=O)NCc1ccc(F)cc1)c1ccccn1 (stereo not given)	-3	-5	-5	i	0	1	i	-8	1
COc1ccc2cc(S(=O)(=O)N3CCN(C)CC3)ccc2c1	-2	0	0	i	10	1	i	-16	-2
CC(=O)c1c(C(C)=O)c(C)n(NC(=O)c2ccccc2Cl)c1C	7	-12	3	i	2	-2	i	-5	1
O=C(Nc1ccc(F)cc1F)c1cc(=O)n(-c2ccccc2)c(=O)[nH]1	-4	1	4	i	-3	0	i	3	3
CSc1ccc(/C=C(/NC(=O)c2ccco2)C(=O)N2CCCCC2)cc1	-7	-4	-2	i	14	-1	i	2	-4
COC(=O)C1=C(C)N=C2SCCC(=O)N2C1c1ccc(C(=O)OC)cc1 (stereo not given)	-1	-2	0	i	31	6	i	-1	-2
O=C(NCCc1cn2cccnc2n1)C1CCC(=O)N(Cc2ccccc2F)C1 (stereo not given)	2	-8	-3	i	-6	2	x	3	2
COc1cccc(CN2CCC(Oc3ccc(C(=O)N4CCCCC4)cc3)CC2)c1	-1	-2	1	i	5	2	i	12	5
COc1ccc(-c2nn(C)c(=O)c3ccccc23)cc1NC(=O)COc1ccc(C)cc1	-1	20	7	i	-2	6	i	9	0
CCCS(=O)(=O)NC(=O)C1(C)CCCN(C(=O)c2cc(OC)ccc2Br)C1 (stereo not given)	-2	-8	4	i	-7	-1	i	3	-2

The listing continues.
SMILES	NadD block	FAS-TE inh	CSN inh	Rpn11 inh	MLLE-PAM2 inh	MT1-MMP act inh	Neddylation inh	SKN-1 inh	Rin1 Abl inh
CCc1ccccc1NC(=O)CN(C1CCCCC1)S(C)(=O)=O	-4	-1	5	i	12	-3	i	-8	-3
COc1ccc(C(=O)NCCSCc2cccc(Cl)c2)cc1OC	-11	4	1	i	3	0	i	-3	1
O=C(CSc1ccc(F)cc1)Nc1ccc(C2SCCS2)cc1	-2	11	-1	i	9	-7	i	-1	1
Cc1cc(C)c(S(=O)(=O)c2ccccc2C(=O)O)c(C)c1	-4	-6	3	i	7	-4	i	0	4
COc1ccc(C2CCCN2C(=S)Nc2cccc(Cl)c2)cc1OC (stereo not given)	1	12	5	i	-136	-9	i	-4	0
COc1ccccc1C(=O)NC(=O)COC(=O)CCOc1ccc(C)cc1	-14	13	6	i	21	0	i	-18	4
OCCNc1nc(Nc2cccc(O)c2)nc2ccccc12	-6	-4	1	i	-8	4	i	-6	-1
Cc1oc2cc(O)ccc2c(=O)c1-c1ccccc1	5	-11	4	i	4	1	x	5	1
Cc1nc2c(=O)n(C)c(=O)n(C)c2nc1Cl	-5	-7	0	i	-4	-4	i	8	1
COCCNC(=S)N(CCCO)Cc1cc2cc3c(cc2[nH]c1=O)OCO3	0	-5	2	i	-9	0	i	5	0
CSc1nnc(-c2ccc([N+](=O)[O-])cc2)o1	-4	-4	1	i	15	5	i	11	-3
CCN1CCN(c2cc(C)c3cc(NC(=S)N(CC)CC)ccc3n2)CC1	-5	-2	6	i	-50	-1	i	12	-5
Cc1sc(NC(=O)C2C3C=CC(C3)C2C(=O)O)c(C(N)=O)c1-c1ccc(C(C)C)cc1 (stereo not given)	12	-1	-7	i	-5	-3	i	4	0
COC1=C(c2ccccc2)C(=O)c2ccccc2C1=O	6	30	9	i	49*	1	i	5	4
Cc1ccc(C(C)(C)C)cc1S(=O)(=O)Nc1cccc(S(=O)(=O)NC2=NCCC2)c1	0	-5	-7	i	-1	-2	i	6	4
Cc1ccc(C(C(=O)NC(C)(C)C)N(C(=O)c2csnn2)C2CC2)cc1 (stereo not given)	0	-6	-4	i	-3	3	i	1	4
CCCCNC(=O)CSc1nc2ccc(NC(=O)CSc3nnc(COc4ccccc4C)n3C)cc2s1	6	-8	1	i	-7	6	i	39*	0
O=C(O)CCN1C(=O)C2CCCCC2C1=O (stereo not given)	-1	-6	-4	i	-1	0	i	12	-3
CCOc1ccc(CC(=O)NNC(=S)NCCc2ccccc2)cc1	1	-5	-4	i	-83	-3	i	-11	0
CCn1c(CC(=O)Nc2cccc(OC)c2)nnc1SCC(=O)Nc1nccs1	-3	-6	-2	i	-10	-2	i	1	-2
COc1ccc(C2CC(c3ccc(Cl)cc3)Nc3nc(NC(=O)c4ccco4)nn32)cc1 (stereo not given)	28	-2	-8	i	5	5	i	22	-1
CN(C(=S)NC(=O)CCCOc1ccc(Cl)cc1Cl)c1ccccc1	1	20	-3	i	25	4	i	2	1
CCCC/C=C/C(NC(=O)CCc1ccccc1)c1ccccc1 (stereo not given)	0	10	1	i	-1	-1	i	3	1
COc1ccccc1C(=O)Nc1ccnn1C1CCN(Cc2cnc(N(C)C)s2)CC1	-1	-7	-4	i	-5	1	i	2	3
O=C1C(=O)N(CCO)C(c2cccc(F)c2)/C1=C(\O)c1ccc(Cl)cc1 (stereo not given)	2	-7	-1	i	5	0	i	13	2
CN(C)CCN(Cc1ccccc1)C(c1ccnc2ccccc12)c1nnnn1-c1ccc2c(c1)OCCO2 (stereo not given)	-10	-5	0	x	x	2	i	13	x
COCCn1c(N)c(N(Cc2ccccc2)C(=O)c2ccc(C#N)cc2)c(=O)[nH]c1=O	0	-5	6	i	2	2	i	16	0
O=C(O)c1cc(N/N=C/c2ccc3c(c2)OCO3)ccc1Cl	0	-1	-6	i	9	-7	i	4	-1
CC(C)CCNC(=O)NC(=O)CN1C(=O)NC2(CCCCC2)C1=O	2	-1	2	i	4	1	i	4	7
COc1cc(NC(=O)c2[nH]cnc2C(N)=O)cc(C(=O)Nc2cccc(C(F)(F)F)c2)c1	26	7	-1	i	-9	10	i	11	-3
O=C1CN(C(=O)COC(=O)c2cc(Cl)ccc2[N+](=O)[O-])c2ccccc2N1	-4	-2	-3	i	-19	-2	i	-3	1
FC(F)(F)c1cc(Cc2nc3ccccc3n2C(CCc2ccccc2)c2nc3ccccc3[nH]2)cc(C(F)(F)F)c1 (stereo not given)	x	x	9	x	x	-5	i	6	x
CC(C)Cn1cnc2c(=O)oc3ccccc3c21	8	-4	3	i	4	-2	i	-7	-3
COC(=O)c1ccc(COc2ccccc2/C=C/C(=O)c2ccc(OCC(=O)O)cc2)cc1	-3	0	8	i	-12	-7	i	-4	-1
Cc1noc(C)c1CSc1nc2sc3c(c2c(=O)n1C)CCCC3	-4	15	2	i	-2	1	i	2	-4
O=[N+]([O-])c1cc(-c2ncccn2)c([N+](=O)[O-])s1	2	12	-3	i	-11	11	i	-10	-5
CC(Oc1cccc(Cl)c1)C(=O)NC1CC(C)(C)NC(C)(C)C1 (stereo not given)	-2	-3	0	i	17	-2	i	-15	-2
Cc1ccc(C(=O)CCC(=O)Nc2ccc(Cl)c(S(=O)(=O)Nc3cccc(Cl)c3)c2)cc1	7	22	3	i	1	-2	i	-18	3
CCn1c(C)nc2cc(C(=O)NNS(=O)(=O)c3c(C)c(C)cc(C)c3C)ccc21	-3	-8	1	i	-6	1	i	-3	-2
C/C(=N\NC(=O)CNC(=O)c1ccco1)c1ccc(Br)cc1	-4	3	2	i	11	-1	i	4	-1
CCn1c(N2CCN(C(=S)NCCc3ccccc3)CC2)nc2ccccc21	4	12	-2	i	-132	5	i	3	0
O=C(CSc1nnc2c(Cl)cc(C(F)(F)F)cn12)N(Cc1ccccc1)Cc1ccccc1	-3	27	0	i	-53	3	i	7	1
CC(C)N(C)c1ncnc2c1ncn2[C@H]1CN(Cc2ccccc2)C[C@@H](CO)O1	-1	-3	-2	i	5	-1	i	1	3
Cc1cc(C)cc(Nc2ccc(C(=O)O)cc2[N+](=O)[O-])c1	-4	2	-2	i	15	3	i	19	3
Cc1ccc(C)c(S(=O)(=O)N2CCN(C(=O)c3ccccc3Cc3ccccc3)CC2)c1	-5	23	1	i	1	-7	i	18	1
Cc1cc(C)cc(NC(=S)N(Cc2ccc(Br)cc2)Cc2ccc(C(=O)O)cc2)c1	9	13	-9	i	-30	2	i	7	1
CCOC(=O)C(=O)Nc1nc(-c2ccccc2)c(-c2ccccc2)o1	6	-14	-9	i	3	0	i	-3	0

2 entries drawn at random from the list so far:
SMILES	NadD block	FAS-TE inh	CSN inh	Rpn11 inh	MLLE-PAM2 inh	MT1-MMP act inh	Neddylation inh	SKN-1 inh	Rin1 Abl inh
CC(C)Cn1cnc2c(=O)oc3ccccc3c21	8	-4	3	i	4	-2	i	-7	-3
Cc1ccc(C(=O)CCC(=O)Nc2ccc(Cl)c(S(=O)(=O)Nc3cccc(Cl)c3)c2)cc1	7	22	3	i	1	-2	i	-18	3
